Vif-APOBEC3G blk: inhibitors of Vif-APOBEC3G interaction; Q9HC16; HeLa A3G-eYFP + Vif (tagged APOBEC3G with the HIV-1 protein that degrades it), YFP fluorescence, overnight; Potency, µM (series often up to 46.1 µM), inactives show top-dose activity, negative = active, most hits filed as inhibitors; 410,000 tested, 0.076% active; AID 602310;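 note: % is set by controls: 0 for no effect and ±100 for the full control effect; nearly all actives have a fitted effect of over 60% in size; hits raise eYFP signal because A3G escapes Vif-driven loss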
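HeLa cells stably expressing Vif and C-terminally eYFP-tagged A3G, seeded overnight at 37 deg C, then exposed to compound by pintool overnight at 37 deg C. Rise in yellow fluorescence (Ex 488/Em 500-530, Acumen) marks blocked Vif-driven A3G degradation.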
RGS4 inh: inhibitors of human regulator of G protein signaling 4. Transcreener GDP fluorescence polarization, RGS4-accelerated GTP hydrolysis. Potency, µM (highest dose often 114 µM), for inactives: top-dose activity change, negative = inhibition, most hits filed as inhibitors. 390,000 tested, 0.039% active. P49798; note: % is set by controls: 0 for no effect and ±100 for the full control effect; nearly all actives have a fitted effect of over 75% in size; some results filed as inactive show a strong effect at the top dose
Target sequence (P49798 whole entry, looked up): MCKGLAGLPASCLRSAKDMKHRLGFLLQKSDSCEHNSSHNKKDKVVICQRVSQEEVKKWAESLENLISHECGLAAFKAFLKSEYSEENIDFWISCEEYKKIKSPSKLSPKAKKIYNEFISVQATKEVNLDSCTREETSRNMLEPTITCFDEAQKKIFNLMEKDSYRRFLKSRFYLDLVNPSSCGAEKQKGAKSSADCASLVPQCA
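MLSMR compounds (23 nl, pin-transferred) preincubated 10 min at room temperature with a 500nM (2x) first reagent, then RGS4 at 900nM (2x) plus Transcreener GDP mix added; fluorescence polarization (620/688 nm) read before and after 90 min at 30 °C.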
mIDH1 inhibitor: human IDH1 R132H inhibition; IDH1-R132H enzyme, NADPH consumption, diaphorase/resazurin fluorescence; Potency, µM (doses to about 76.6 µM), without a hit: at the top dose activity change, negative = inhibition, most hits filed as inhibitors; 390,000 tested, 0.093% active; note: % is set by controls: 0 for no effect and ±100 for the full control effect; nearly all actives have a fitted effect of over 65% in size
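IDH1-R132H (0.5 ug/mL) preincubated 30 min with compound, then NADPH (0.016 mM) and alpha-KG (2 mM) added; 80 min at RT, pH 7.5. Remaining NADPH coupled via diaphorase/resazurin to fluorescence (540/590 nm); concentration-response curves normalized to no-enzyme control.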
TrxR1 substrate: substrates of rat thioredoxin reductase 1 | purified TrxR1 substrate turnover, NADPH consumption readout | Potency, µM (doses to about 114 µM), without a hit: top-dose activity change, negative = substrate turnover | 390,000 tested, 0.01% active | AID 588456; note: % is set by controls: 0 for no effect and ±100 for the full control effect; nearly all actives have a fitted effect of over 50% in size
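Rat TrxR1, dispensed at 90 nM, was prereduced with 400 uM NADPH (final) for 5 min at ~22 deg C, then incubated with compound 15 min before 400 uM selenite. A first-read NADPH fluorescence drop versus no-compound background flagged substrates.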
Vif-APOBEC3F blk: Vif-A3F binding inhibition; HeLa A3F-eYFP + Vif (tagged APOBEC3F with the HIV-1 protein that degrades it), YFP fluorescence increase; Potency, µM (titrated, usually from 46.1 µM), for inactives: at the top dose activity, negative = active; 390,000 tested, 0.2% active; AID 602313; note: % of control where 0% means no effect; nearly all actives have a fitted effect of over 65% in size
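Fluorescence increase (Ex 488/Em 500-530) after overnight compound treatment at 37 deg C flags inhibition of Vif-driven A3F-eYFP loss in stable HeLa A3F-eYFP/Vif cells seeded overnight beforehand.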
RXFP1 ag: activates the human relaxin receptor RXFP1. HEK293T-RXFP1 cAMP TR-FRET, 30 min; response scale: percent of porcine relaxin response, buffer zero. 370,000 tested, 0.3% active. AID 2676. Potency, µM (titrated, usually from 57.5 µM), without a hit: at the top dose activation, hits mostly activators; note: % is set by controls: 0 for no effect and ±100 for the full control effect; nearly all actives have a fitted effect of over 60% in size; many of its hits are not listed in these tables
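HEK293 cells stably expressing RXFP1, treated 30 min at 37C with compounds plus PDE4 inhibitor Ro 20174; cAMP measured by HTRF TR-FRET. Normalized to buffer and 29 nM porcine relaxin; EC50 by Hill fit.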
USP1-UAF1 inh: inhibitors of human USP1/UAF1 deubiquitinase; recombinant USP1/UAF1, Ub-Rhodamine cleavage fluorescence; Potency, µM (titrated, usually from 57.1 µM), without a hit: at the top dose activity change, negative = inhibition, hits mostly inhibitors; O94782; 390,000 tested, 0.23% active; note: % is set by controls: 0 for no effect and ±100 for the full control effect; nearly all actives have a fitted effect of over 60% in size; inactives centre near -12
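In this screen, compounds sit with the deubiquitinase complex (1nM) for 15 min at room temperature before Ub-Rho is added at 150nM final. Fluorescence rise is then followed for 6 reads every 60 seconds.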
12-LOX inh: blocks human arachidonate 12S-lipoxygenase. Potency, µM (highest dose often 108 µM), for the others: top-dose activity change, negative = inhibition, most hits filed as inhibitors. AID 1671190. purified 12hLO, xylenol orange hydroperoxide absorbance. 580,000 tested, 1.1% active. P18054; note: % is set by controls: 0 for no effect and ±100 for the full control effect
Target sequence (P18054 whole entry, looked up): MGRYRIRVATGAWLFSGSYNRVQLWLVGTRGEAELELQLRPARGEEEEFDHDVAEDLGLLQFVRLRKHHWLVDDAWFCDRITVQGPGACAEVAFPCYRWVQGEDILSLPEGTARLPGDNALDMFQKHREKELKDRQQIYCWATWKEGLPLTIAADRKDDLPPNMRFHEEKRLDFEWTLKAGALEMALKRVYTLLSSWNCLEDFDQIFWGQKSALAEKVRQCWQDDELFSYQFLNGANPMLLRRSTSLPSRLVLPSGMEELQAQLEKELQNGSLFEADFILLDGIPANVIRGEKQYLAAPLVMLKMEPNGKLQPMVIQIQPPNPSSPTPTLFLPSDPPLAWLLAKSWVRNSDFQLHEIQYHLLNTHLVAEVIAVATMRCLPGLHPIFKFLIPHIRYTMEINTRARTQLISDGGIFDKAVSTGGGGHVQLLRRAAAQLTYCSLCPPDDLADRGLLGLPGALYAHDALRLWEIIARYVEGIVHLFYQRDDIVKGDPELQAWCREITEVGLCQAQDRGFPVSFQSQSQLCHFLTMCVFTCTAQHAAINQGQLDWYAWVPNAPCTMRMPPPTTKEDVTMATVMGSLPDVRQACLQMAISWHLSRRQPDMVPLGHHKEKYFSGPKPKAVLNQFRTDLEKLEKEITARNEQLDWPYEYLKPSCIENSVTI
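Purified human 12hLO at 150 nM in 25 mM Hepes, 0.01% Triton X-100, pH 7.0, preincubated 15 min at room temperature with compound. Reaction started with 40 uM arachidonic acid, 30 min at room temperature. Hydroperoxide measured by Fe-xylenol orange, 573/405 nm absorbance ratio.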
TrxR1 inh: blocks rat thioredoxin reductase 1; recombinant rTrxR1, NADPH fluorescence consumption, selenite substrate; O89049; Potency, µM (top dose mostly 114 µM), inactives show top-dose activity change, negative = inhibition, usual class: inhibitors; 390,000 tested, 1% active; note: % is set by controls: 0 for no effect and ±100 for the full control effect; nearly all actives have a fitted effect of over 65% in size
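Rat TrxR1 (90 nM in the dispensed reagent) was pre-reduced with 400 uM NADPH for 5 min at room temperature, then incubated with compound for 15 min. After 400 uM selenite was added, NADPH fluorescence (Ex 340/Em 450 nm) was followed for 8 min.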
* = called active by the depositor; [ ] = dose if it differs, or a comment. Calls come from the whole dose curve; as a rule, active = well fitted curve in the direction sought with a large enough effect; inconclusive = small, poorly fitted or top-dose-only effect, or another doubt; inactive = no such curve, though single readings can be large; an effect the other way counts as inactive or inconclusive. Potency is the fitted concentration of half-maximal effect. A portion of the library, so the mix of outcomes need not match the whole.

Results for CC(=O)N1CCc2c(sc3c2c(=O)n(-c2cccc(Cl)c2)c(=O)n3Cc2ccc(F)cc2Cl)C1 ?
Vif-APOBEC3G blk: -4.7%; RGS4 inh: -26.4%; mIDH1 inhibitor: -18.0%; TrxR1 substrate: 1.0%[57.1 µM]; Vif-APOBEC3F blk: -1.7%; RXFP1 ag: 1.5%; USP1-UAF1 inh: -24.1%; 12-LOX inh: inconclusive; TrxR1 inh: 11.1%[57.1 µM]

Results for CCC(=O)NC(=S)Nc1cccc(NC(=O)c2ccco2)c1 ?
Vif-APOBEC3G blk: 3.4%; RGS4 inh: 16.0%; mIDH1 inhibitor: 10.5%; TrxR1 substrate: 4.6%[57.1 µM]; Vif-APOBEC3F blk: 7.2%; RXFP1 ag: 0.4%; USP1-UAF1 inh: -0.8%; 12-LOX inh: 0.2%; TrxR1 inh: 12.6%[57.1 µM]

How did NC(=O)c1ccc(NC(=O)CS(=O)(=O)c2cn(CC(=O)N3CCCC3)c3ccccc23)cc1 do in these assays?
Vif-APOBEC3G blk: -4.5%; RGS4 inh: 12.6%; mIDH1 inhibitor: -0.4%; TrxR1 substrate: -4.0%; Vif-APOBEC3F blk: -3.1%; RXFP1 ag: 3.2%; USP1-UAF1 inh: -20.5%; 12-LOX inh: -1.5%; TrxR1 inh: inconclusive

How did NC(=O)CCN1CCN(S(=O)(=O)/C=C/c2ccccc2)CC1 do in these assays?
Vif-APOBEC3G blk: -0.6%; RGS4 inh: 19.3%; mIDH1 inhibitor: 8.7%; TrxR1 substrate: 5.9%; Vif-APOBEC3F blk: 2.9%; RXFP1 ag: 0.2%; USP1-UAF1 inh: -1.5%; 12-LOX inh: 11.5%; TrxR1 inh: 27.7%

Results for Cc1cc(Oc2ccccc2)nc(OCC#N)n1 ?
Vif-APOBEC3G blk: 2.5%; RGS4 inh: 0.8%; mIDH1 inhibitor: 3.1%; TrxR1 substrate: -12.4%; Vif-APOBEC3F blk: -0.6%; RXFP1 ag: -0.9%; USP1-UAF1 inh: 7.4%; 12-LOX inh: 0.0%; TrxR1 inh: -7.4%

What do the screens show for `COC(=O)C1=C(C)N(CC(C)C)C(=O)C1`?
Vif-APOBEC3G blk: -0.5%; RGS4 inh: 0.2%; mIDH1 inhibitor: 0.1%; TrxR1 substrate: 4.9%; Vif-APOBEC3F blk: -17.1%; RXFP1 ag: 2.2%; USP1-UAF1 inh: 19.6%; 12-LOX inh: 16.1%; TrxR1 inh: -8.4%

Results for O=C(CCNC(=O)C1CCN(S(=O)(=O)c2ccccc2)CC1)Nc1cccc(C(F)(F)F)c1 ?
Vif-APOBEC3G blk: -0.1%; RGS4 inh: 2.9%; mIDH1 inhibitor: -1.4%; TrxR1 substrate: -12.5%; Vif-APOBEC3F blk: 4.4%; RXFP1 ag: -0.8%; USP1-UAF1 inh: -13.1%; 12-LOX inh: 11.9%; TrxR1 inh: -2.7%

What do the screens show for `CN1CCN(c2ccc([N+](=O)[O-])cc2C(=O)N2CCOCC2)CC1`?
Vif-APOBEC3G blk: -2.2%; RGS4 inh: 3.2%; mIDH1 inhibitor: -0.2%; TrxR1 substrate: -4.6%; Vif-APOBEC3F blk: 4.2%; RXFP1 ag: 1.1%; USP1-UAF1 inh: -1.9%; 12-LOX inh: 36.2%[activator]; TrxR1 inh: -8.1%

What do the screens show for `C=CCn1c(SCC(=O)c2ccc(Br)cc2)nnc1C(C)NC(=O)Cc1ccc(OC)cc1` (stereo not given)?
Vif-APOBEC3G blk: -6.1%; RGS4 inh: -11.2%; mIDH1 inhibitor: 5.0%; TrxR1 substrate: 2.0%; Vif-APOBEC3F blk: -10.8%; RXFP1 ag: 1.4%; USP1-UAF1 inh: -8.5%; 12-LOX inh: -20.3%; TrxR1 inh: 4.8%

How did O=C(CNC(=O)c1ccc(Cl)cc1)Nc1ccccc1C(F)(F)F do in these assays?
Vif-APOBEC3G blk: 0.1%; RGS4 inh: 22.5%; mIDH1 inhibitor: -0.9%; TrxR1 substrate: -2.6%; Vif-APOBEC3F blk: 2.0%; RXFP1 ag: 0.5%; USP1-UAF1 inh: -10.9%; 12-LOX inh: 3.4%; TrxR1 inh: 9.6%

How did CC(Sc1nnc(-c2cccs2)n1Cc1ccccc1)C(=O)NCc1ccc2c(c1)OCO2 (stereo not given) do in these assays?
Vif-APOBEC3G blk: -4.4%; RGS4 inh: -27.0%; mIDH1 inhibitor: 6.6%; TrxR1 substrate: -8.6%; Vif-APOBEC3F blk: 5.6%; RXFP1 ag: 3.7%; USP1-UAF1 inh: -9.5%; 12-LOX inh: 12.9%; TrxR1 inh: -3.2%

How did O=C(CC1(CC2=NS(=O)(=O)c3ccccc3N2)CCCC1)NCCc1ccccc1 do in these assays?
Vif-APOBEC3G blk: 3.3%; RGS4 inh: 6.8%; mIDH1 inhibitor: 4.0%; TrxR1 substrate: -0.1%; Vif-APOBEC3F blk: 0.9%; RXFP1 ag: -0.8%; USP1-UAF1 inh: 5.7%; 12-LOX inh: -12.9%; TrxR1 inh: 28.1%

How did COc1cc(C2c3cc4c(cc3C(O)C3COCC23)OCO4)cc(OC)c1OC (stereo not given) do in these assays?
Vif-APOBEC3G blk: inconclusive; RGS4 inh: -11.7%; mIDH1 inhibitor: 0.4%; TrxR1 substrate: 1.9%; Vif-APOBEC3F blk: -14.4%; USP1-UAF1 inh: -6.4%; 12-LOX inh: inconclusive; TrxR1 inh: 0.8%

What do the screens show for `CC(C(=O)Nc1ccc(C(F)(F)F)cc1)N(C)CC(=O)N1CCN(Cc2ccccc2)CC1` (stereo not given)?
Vif-APOBEC3G blk: 0.2%; RGS4 inh: 5.4%; mIDH1 inhibitor: 5.9%; TrxR1 substrate: -14.4%; Vif-APOBEC3F blk: -10.2%; USP1-UAF1 inh: -2.1%; 12-LOX inh: -16.5%; TrxR1 inh: -13.6%

What do the screens show for `CC12CCC(=O)N1C(C(=O)OCc1c(Cl)cccc1Cl)CS2` (stereo not given)?
Vif-APOBEC3G blk: -3.7%; RGS4 inh: -0.3%; mIDH1 inhibitor: 5.8%; TrxR1 substrate: -2.4%; Vif-APOBEC3F blk: 8.7%; RXFP1 ag: -2.9%; USP1-UAF1 inh: -1.1%; 12-LOX inh: -7.8%; TrxR1 inh: 3.0%

What do the screens show for `COc1cc(OC)cc(C(=O)NCC(=O)OCC(=O)/C=C2/N(C)c3ccccc3C2(C)C)c1`?
Vif-APOBEC3G blk: -2.0%; RGS4 inh: -2.3%; mIDH1 inhibitor: -12.2%; TrxR1 substrate: -3.3%; Vif-APOBEC3F blk: 10.3%; RXFP1 ag: 4.2%; USP1-UAF1 inh: inconclusive; 12-LOX inh: -6.8%; TrxR1 inh: -2.6%

How did COc1cc(C(=O)NCCOc2cc(C)cc(C)c2)c(Br)c(OC)c1OC do in these assays?
Vif-APOBEC3G blk: inconclusive; RGS4 inh: -11.9%; mIDH1 inhibitor: 3.2%; TrxR1 substrate: -12.5%; Vif-APOBEC3F blk: -12.5%; RXFP1 ag: 2.0%; USP1-UAF1 inh: -20.3%; 12-LOX inh: 0.5%; TrxR1 inh: 12.8%[57.1 µM]

What do the screens show for `CCS(=O)(=O)c1nc(S(=O)(=O)c2ccc(C)cc2)c(N2CCN(CCO)CC2)s1`?
Vif-APOBEC3G blk: -1.9%; RGS4 inh: -5.0%[56.9 µM]; mIDH1 inhibitor: 23.8%; TrxR1 substrate: -2.0%; Vif-APOBEC3F blk: -3.6%; RXFP1 ag: inconclusive; USP1-UAF1 inh: -18.2%; 12-LOX inh: -2.7%; TrxR1 inh: 17.9%

How did COc1cc(OC)cc(C(=O)OCC(=O)NCc2ccco2)c1 do in these assays?
Vif-APOBEC3G blk: -0.1%; RGS4 inh: 24.2%; mIDH1 inhibitor: 6.0%; TrxR1 substrate: -3.5%; Vif-APOBEC3F blk: 3.9%; RXFP1 ag: 3.6%; USP1-UAF1 inh: 0.6%; 12-LOX inh: -26.6%; TrxR1 inh: -19.7%

What do the screens show for `CCN(C(=O)c1ccc(C(=O)N(CC)c2ccccc2C)cc1)c1ccccc1C`?
Vif-APOBEC3G blk: 1.9%; RGS4 inh: 7.9%; mIDH1 inhibitor: -12.2%; TrxR1 substrate: 0.1%; Vif-APOBEC3F blk: 5.5%; RXFP1 ag: -0.1%; USP1-UAF1 inh: -10.3%; 12-LOX inh: -27.0%; TrxR1 inh: 2.1%

Results for CC1CC(C)CN(C(=O)c2cccc(S(=O)(=O)N3c4ccccc4CC3C)c2)C1 (stereo not given) ?
Vif-APOBEC3G blk: -3.5%; RGS4 inh: -1.9%; mIDH1 inhibitor: 6.9%; TrxR1 substrate: 0.6%; Vif-APOBEC3F blk: -10.0%; RXFP1 ag: 1.0%; USP1-UAF1 inh: -18.6%; 12-LOX inh: -5.0%; TrxR1 inh: 6.5%
